D2 agonist: agonists of human D2 dopamine receptor | P14416 | HEK293 T-REx D2 cells, calcium flux agonist mode | activation, % at 2 µM | hit rate 0.53% among 340,000;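 active = activation over 3 SD above normal in the single-dose calcium agonist read, cut at about 30% in these data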; note: 0% is about no effect
Target sequence (P14416 whole entry, looked up): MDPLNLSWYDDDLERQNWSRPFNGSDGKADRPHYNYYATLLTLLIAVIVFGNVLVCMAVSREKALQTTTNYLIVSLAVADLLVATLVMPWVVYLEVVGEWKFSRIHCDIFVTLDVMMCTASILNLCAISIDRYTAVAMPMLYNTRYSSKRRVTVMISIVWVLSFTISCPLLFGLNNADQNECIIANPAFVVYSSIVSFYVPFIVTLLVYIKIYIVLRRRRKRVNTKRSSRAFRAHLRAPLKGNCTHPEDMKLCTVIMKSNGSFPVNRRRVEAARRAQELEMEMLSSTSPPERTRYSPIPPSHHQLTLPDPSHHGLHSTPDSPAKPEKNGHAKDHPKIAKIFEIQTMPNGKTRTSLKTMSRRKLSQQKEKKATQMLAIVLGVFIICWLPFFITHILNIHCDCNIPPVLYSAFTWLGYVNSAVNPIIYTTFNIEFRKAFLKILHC
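Calcium-flux readout, 1 cycle/sec over 180 s following compound pin transfer, in inducible HEK293 Trex D2 cells (force-coupled); dopamine controls included. Positive calcium responses during this window marked compounds as potential agonists.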
Vif-APOBEC3F blk: inhibitors of Vif-A3F interaction | Potency, µM (doses to about 46.1 µM), for the others: at the top dose activity, negative = active | HeLa A3F-eYFP + Vif (tagged APOBEC3F with the HIV-1 protein that degrades it), YFP fluorescence increase | hit rate 0.2% among 390,000 | AID 602313; note: potency is the fitted concentration of half-maximal effect; % of control where 0% means no effect; nearly all actives have a fitted effect of over 65% in size
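HeLa cells stably expressing Vif plus C-terminally eYFP-tagged A3F were seeded, incubated overnight at 37 deg C, dosed with compound, incubated overnight again at 37 deg C. Yellow fluorescence (Ex 488/Em 500-530) reported blocked Vif-mediated A3F-eYFP degradation.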
Vif-APOBEC3G blk: Vif-A3G binding inhibition | Q9HC16 | HeLa A3G-eYFP + Vif (tagged APOBEC3G with the HIV-1 protein that degrades it), YFP fluorescence, overnight | Potency, µM (series often up to 46.1 µM), without a hit: at the top dose activity, negative = active, usual class: inhibitors | hit rate 0.076% among 410,000;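 note: potency is the fitted concentration of half-maximal effect; % is set by controls: 0 for no effect and ±100 for the full control effect; nearly all actives have a fitted effect of over 60% in size; hits raise eYFP signal because A3G escapes Vif-driven loss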
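Read-out is eYFP fluorescence (Ex 488/Em 500-530) from Vif-expressing HeLa A3G-eYFP cells; more signal means A3G escaped Vif-mediated degradation. Cells plated overnight, compound pinned in, incubated overnight at 37 deg C.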
LDHA block: LDHA (human) enzyme inhibition. P00338. purified LDHA, NADH/diaphorase-resazurin fluorescence; stronger effect = lower value. AID 1347041. activity change, % (values are at about 110 or 230 µM). hit rate 0.15% among 480,000; in the data active = activity change below about -30%; inconclusive = mostly about -25% to -30%;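 note: plate controls were DMSO wells for no effect and wells without enzyme for full effect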
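LDH5 2 nM; NADH 0.06 mM, pyruvate 0.2 mM; 200 mM Tris pH 7.4, EDTA, Tween-20; 5 min RT. Detection: diaphorase 0.133 mg/mL + resazurin 37 µM, fluorescence ex540/em590 at 0 and 20 min; normalized to enzyme-free and DMSO wells.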
D2 antagonist: antagonizes the human D2 dopamine receptor; P14416; HEK293 TREx D2 cells, calcium flux, dopamine EC80; inhibition, % at 10 µM; hit rate 2% among 340,000; AID 485344; in the data active = inhibition above about 30%; note: 0% is about no effect
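HEK293 T-REx D2 cells, tet-induced, calcium dye no-wash. Cpd pintool add, 180 s kinetic, then EC80 DA, 180 s kinetic. Ca flux read.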
ERG Ets-DNA blk: blocks human ERG Ets domain binding to DNA; P11308; Potency, µM (titrated, usually from 76.9 µM), inactives show at the top dose FP activity, negative = inhibition, actives largely listed as inhibitors; fluorescence polarization, His-ERG Ets domain / labelled DNA; AID 624246; hit rate 0.028% among 370,000; active = well fitted inhibition curve with a large enough effect in the polarisation, with a control signal flat; inconclusive = small, poorly fitted or top-dose-only effect, or effect the other way, or a change in a side signal; inactive = no such curve, though single readings can be large or run the other way; the % refers to the polarisation;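 note: polarization taken with two DNA probes labelled with fluorescein and Texas red; potency is the fitted concentration of half-maximal effect; % of control where 0% means no effect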
Target sequence (P11308 whole entry, looked up, the tested form may be a part): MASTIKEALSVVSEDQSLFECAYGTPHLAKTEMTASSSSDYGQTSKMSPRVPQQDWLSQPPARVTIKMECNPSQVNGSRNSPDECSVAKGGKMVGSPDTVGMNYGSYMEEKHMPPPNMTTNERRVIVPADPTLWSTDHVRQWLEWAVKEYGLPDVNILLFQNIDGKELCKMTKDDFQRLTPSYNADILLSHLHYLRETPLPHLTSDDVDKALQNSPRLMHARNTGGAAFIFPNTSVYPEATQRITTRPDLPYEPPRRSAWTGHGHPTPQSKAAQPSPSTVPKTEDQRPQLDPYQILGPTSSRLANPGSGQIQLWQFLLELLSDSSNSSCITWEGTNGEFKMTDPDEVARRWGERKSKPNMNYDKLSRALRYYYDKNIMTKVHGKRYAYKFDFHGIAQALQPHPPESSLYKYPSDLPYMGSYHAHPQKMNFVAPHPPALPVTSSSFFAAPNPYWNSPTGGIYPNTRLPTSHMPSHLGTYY
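His-tagged ERG Ets domain (1 uM in the protein solution; 300mM KCl, 50mM Tris-HCl, 1mM EDTA, 1mM DTT, pH 7.5) received compound, then a probe mix of 5 nM fluorescein-DNA and 100nM Texas-615-DNA. Fluorescence polarization was read for both dyes.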
RGS4 inh: inhibitors of human regulator of G protein signaling 4; hit rate 0.039% among 390,000; P49798; Potency, µM (doses to about 114 µM), for the others: at the top dose activity change, negative = inhibition, most hits filed as inhibitors; Transcreener GDP fluorescence polarization, RGS4-accelerated GTP hydrolysis; note: potency is the fitted concentration of half-maximal effect; % is set by controls: 0 for no effect and ±100 for the full control effect; nearly all actives have a fitted effect of over 75% in size; some results filed as inactive show a strong effect at the top dose
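MLSMR compounds (23 nl, pin-transferred) preincubated 10 min at room temperature with a 500nM (2x) first reagent, then RGS4 at 900nM (2x) plus Transcreener GDP mix added; fluorescence polarization (620/688 nm) read before and after 90 min at 30 °C.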
Glioma ERSR ind: inducers of ER stress response in human glioma cells; U87-MG GRP78 promoter luciferase reporter, 16 h; Potency, µM, for the others: at the highest dose activation, hits mostly activators; hit rate 0.02% among 420,000; note: potency is the fitted concentration of half-maximal effect; series mostly up to about 76 µM; % of control where 0% means no effect; nearly all actives have a fitted effect of over 35% in size
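ERSR induction read as luciferase luminescence (Bright-Glo, 10 min at room temperature) in stably transfected human U87-MG glioma cells exposed to compounds for 16 h, using GRP78 as sensor.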
ALOX12 inh: blocks human arachidonate 12S-lipoxygenase | P18054 | purified 12hLO, xylenol orange hydroperoxide absorbance | Potency, µM (top dose mostly 108 µM), without a hit: at the top dose activity change, negative = inhibition, hits mostly inhibitors | hit rate 1.1% among 580,000 | AID 1671190; note: potency is the fitted concentration of half-maximal effect; % is set by controls: 0 for no effect and ±100 for the full control effect
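Hydroperoxide product was detected by ferrous iron/xylenol orange as the 573 to 405 nm absorbance ratio. Arachidonic acid at 40 uM (final) was turned over for 30 min at room temperature by 150 nM human 12hLO, pH 7.0 Hepes buffer, after 15 min compound preincubation.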
* marks the source's active call; other numbers are inactive results; ? = inconclusive; . = no result given; & = joins results of further samples; [ ] = dose if it differs, or a comment. Unless noted, calls come from the whole dose curve; as a rule, active = well fitted curve in the direction sought with a large enough effect; inconclusive = small, poorly fitted or top-dose-only effect, or another doubt; inactive = no such curve, though single readings can be large; an effect the other way counts as inactive or inconclusive.

SMILES	D2 agonist	Vif-APOBEC3F blk	Vif-APOBEC3G blk	LDHA block	D2 antagonist	ERG Ets-DNA blk	RGS4 inh	Glioma ERSR ind	ALOX12 inh
CCCCN1CCc2nc(N3CCN(c4ncccn4)CC3)ncc2C1	.	.	.	-4.5	.	0.9%	2.2%	.	-24.3%
COc1cccc(-c2nc3ccc(C(=O)N4CCCC(O)C4)cc3o2)c1 (stereo not given)	0.4	-6.2%	2.2%	-1.9	-1.5	-2.8%	19.7%	-4.5%	-16.9%
COc1ccc(S(=O)(=O)N(C)C)cc1NC(=O)CN1C(=O)NC2(CCCC2)C1=O	0.2	3.1%	-0.2%	-7.3	16.7	30.8%[activator]	0.2%	-6.1%	?
CC(c1ccccc1)N(C)C(=O)CSc1nnc(C2CC2)n1C1CC1 (stereo not given)	0.0	-2.9%	-10.5%	-0.9	15.6	-0.3%	5.9%	-5.2%	11.5%
CCc1ccc2[nH]c(=O)c(CN(Cc3ccco3)C(=S)NCC3CCCO3)cc2c1 (stereo not given)	0.1	-5.1%	-6.2%	0.7	-13.7	-4.9%	-34.1%	-2.9%	?
Cc1ccc(C)c(N2CN(Cc3ccco3)CNC2=S)c1	0.0	?	1.6%	-3.9	-2.0	-0.1%	8.3%	1.3%	?
CC1CCCN(C(=O)COC(=O)c2cc(-c3cccs3)nn2-c2ccccc2)C1 (stereo not given)	-0.4	-36.9%	-15.6%	-1.9	-5.2	3.9%	-51.3%	-4.2%	?
CCCCNS(=O)(=O)c1ccc(NC(=O)c2c(-c3ccccc3)noc2C)cc1	-0.3	-1.8%	1.8%	-12.8	.	7.1%	30.8%	-3.4%	-26.5%
O=C(O)c1ccc(COc2ccccc2/C=C2\NC(=O)N(Cc3ccccc3)C2=O)cc1	0.6	-6.3%	-10.1%	-14.4	5.4	14.1%	?	-2.5%	?
O=C(c1cc(-c2ccncc2)nc2ccc(Br)cc12)N1CCN(c2ccccn2)CC1	-0.5	1.2%	-20.0%	0.2	9.6	-7.1%	-13.3%	2.1%	0.0%
CCOc1ccc(-c2cc(CCCC(=O)N3CCN(c4ccc(OC)cc4)CC3)no2)cc1	-2.3	3.7%	1.2%	-3.4	1.5	-6.9%	0.0%	-11.2%	11.8%
COc1ccc(C(CNC(=O)c2ccc(NS(=O)(=O)c3cccc([N+](=O)[O-])c3)cc2)N2CCOCC2)cc1 (stereo not given)	-0.3	-20.2%	-0.1%	-7.3	-19.9	-4.0%	-30.2%	0.5%	284.8%[activator]
CCOC(=O)N1CCC(NC(=O)CCS(=O)(=O)c2ccc3c(c2)CCN3C(C)=O)CC1	7.8	3.1%	1.8%	-8.5	-5.4	2.7%	6.0%	-4.9%	-13.3%
COCCN(C(=O)CSc1n[nH]c(-c2ccccc2)n1)c1c(N)n(CC(C)C)c(=O)[nH]c1=O	-0.3	-14.9%	-3.8%	-5.1	-3.2	-6.7%	8.1%	-3.1%	?
O=C(COc1ccccc1Cl)Nc1ccc(N2CCN(C(=O)c3ccccc3)CC2)cc1	0.5	-4.7%	-10.7%	-2.4	0.0	0.8%	10.6%	-6.5%	2.1%
O=C(NCCCN1CCOCC1)c1cc2c([nH]c3ccccc32)c(-c2cccc(Br)c2)n1	0.2	3.7%	-9.1%	-3.3	-33.1	-5.1%	-16.5%	-0.9%	2.2%
C[C@H]1CN([C@@H](C)CO)C(=O)c2cccc(NC(=O)C3CC3)c2O[C@H]1CN(C)Cc1ccc(C(F)(F)F)cc1	.	-0.5%	0.4%	2.6	.	4.2%	-4.7%	-5.1%	1.2%
CC(=O)N1CCN(C(=S)c2ccc(N(C)C)cc2)CC1	-0.5	-2.5%	-1.3%	0.4	-12.5	.	-44.5%	-5.1%	?
CC(C)C(=O)Nc1cc2c(cc1C(=O)c1ccccc1)OCCO2	.	-0.9%	-3.7%	2.3	.	-2.7%	-38.5%	-8.3%	9.5%
Cc1ccc(C)c(NC(=O)CCc2c(C)n(C)c3cc(-c4ccccc4C)nn3c2=O)c1	-0.2	-2.1%	-24.7%	-3.6	.	-4.9%	20.1%	-1.1%	?
CCCOc1ccc2oc(=O)c3c(c2c1)CCCN3C(=O)CN1CCc2ccccc2C1	1.3	0.0%	-24.9%	6.9	13.2	3.1%	-18.2%	-3.9%	0.2%
CC1CCCCC1NC(=O)CSc1ncnc2sccc12 (stereo not given)	.	0.2%	0.5%	-6.0	.	.	.	-3.8%	-24.5%
Cc1ccc(NC2=C(Cl)C(=O)OC2OC(=O)c2ccco2)cc1 (stereo not given)	.	-19.9%	-12.0%	0.6	.	.	12.7%	0.3%	?
COCCNc1nc(N)c([N+](=O)[O-])c(NC2CCCCC2)n1	0.2	-8.3%	-8.0%	-13.3	2.8	5.1%	18.7%	-4.8%	-21.5%
Brc1ccc2[nH]c3c(N4CCc5ccccc5C4)ncnc3c2c1	-0.2	.	?	-2.9	-2.2	0.3%	?	-7.1%	.
COc1ccc(/C=N/n2c(-c3ccc(C)cc3)n[nH]c2=S)cc1OC	7.0	0.6%	-3.5%	-14.1	-12.0	-5.0%	-28.8%	-5.8%	10µM*
O=C1CC(c2ccco2)CC(O)=C1C=NCC1NCCc2ccccc21 (stereo not given)	.	1.1%	-0.4%	8.6	.	7.0%	?	-7.8%	?
COc1ccc(-c2nc3cc(C(C)C)ccc3o2)cc1NC(=O)c1ccccc1[N+](=O)[O-]	-0.2	-10.8%	?	1.6	.	0.1%	-12.2%	1.5%	5.9%
O=c1[nH]c(NCCO)nnc1Cc1ccccc1	-1.0	0.9%	1.0%	-12.6	8.4	-9.1%	41.5%	-5.7%	0.0%
C=CCc1c(C)nc(-c2ccccc2)nc1N/N=C(\C)c1ccc(N)cc1	-0.4	-5.2%	-2.0%	-1.3	5.6	5.0%	-12.8%	2.8%	7.7%
Cn1c(NCc2ccco2)nc2c1c(=O)n(Cc1ccc(Cl)cc1)c(=O)n2C	-3.0	-24.7%	-30.1%	-2.4&0.1	10.0	8.0%	13.7%	0.8%	?
CSc1nc(=NC(C)=O)ss1	.	3.3%	-0.3%	0.9	.	-4.5%	?	-5.7%	?
COc1ccc(C(C)(C)C)cc1NC(=O)COC(=O)c1cc(SC)ccc1Cl	2.0	-8.0%	-4.2%	-9.5	3.9	-7.4%	-6.1%	-3.3%	-15.1%
CC1CCN(C(=O)CN(C2CCCCC2)S(C)(=O)=O)CC1	0.7	-3.4%	2.9%	-12.7	-10.6	-9.1%	15.3%	-0.3%	0.0%
O=C(CSc1nnc(-c2cccc(S(=O)(=O)N3CCCC3)c2)n1-c1ccccc1)Nc1cccc(C(=O)O)c1	-0.2	-1.4%	0.4%	-2.6	-0.3	-23.5%	-4.3%[56.9 µM]	7.7%	-11.6%
CC(CN1CCOCC1)OC(=O)C(C)(c1ccccc1)c1ccccc1 (stereo not given)	0.9	1.6%	2.7%	-1.6	0.0	-1.5%	18.8%[11.4 µM]	-0.5%	0.0%[57.4 µM]
CNc1nc(SC)nc(N2CCOCC2)n1	0.4	0.2%	3.1%	-2.1	5.6	9.1%	-27.5%	-1.7%	25.0%
COc1ccc(OCCC(=O)OCC(=O)NCc2ccc(F)cc2)cc1	-0.2	8.4%	0.0%	-3.1	16.0	14.1%	17.1%	-3.7%	-0.2%
CCOc1c(CNCCSc2nnnn2C)cccc1OC	-0.8	4.7%	-0.4%	-7.4	.	0.6%	7.9%	-2.5%	-0.8%
C=CCn1c(-c2cccs2)nc2ccccc21	-0.2	-13.3%	-4.0%	-10.4	-1.1	0.3%	-20.0%	-0.2%	20.0%
O=C1CN(C(=O)CNC(=O)c2ccccc2Cl)c2ccccc2N1	0.2	7.7%	0.0%	-5.2	-17.9	4.9%	12.3%	-2.0%	2.0%

Five of these compounds in another layout.
SMILES | D2 agonist | Vif-APOBEC3F blk | Vif-APOBEC3G blk | LDHA block | D2 antagonist | ERG Ets-DNA blk | RGS4 inh | Glioma ERSR ind | ALOX12 inh
CCOc1ccc(-c2cc(CCCC(=O)N3CCN(c4ccc(OC)cc4)CC3)no2)cc1 | -2.3 | 3.7% | 1.2% | -3.4 | 1.5 | -6.9% | 0.0% | -11.2% | 11.8%
COc1ccc(C(CNC(=O)c2ccc(NS(=O)(=O)c3cccc([N+](=O)[O-])c3)cc2)N2CCOCC2)cc1 (stereo not given) | -0.3 | -20.2% | -0.1% | -7.3 | -19.9 | -4.0% | -30.2% | 0.5% | 284.8%[activator]
CCOC(=O)N1CCC(NC(=O)CCS(=O)(=O)c2ccc3c(c2)CCN3C(C)=O)CC1 | 7.8 | 3.1% | 1.8% | -8.5 | -5.4 | 2.7% | 6.0% | -4.9% | -13.3%
COCCN(C(=O)CSc1n[nH]c(-c2ccccc2)n1)c1c(N)n(CC(C)C)c(=O)[nH]c1=O | -0.3 | -14.9% | -3.8% | -5.1 | -3.2 | -6.7% | 8.1% | -3.1% | ?
O=C(COc1ccccc1Cl)Nc1ccc(N2CCN(C(=O)c3ccccc3)CC2)cc1 | 0.5 | -4.7% | -10.7% | -2.4 | 0.0 | 0.8% | 10.6% | -6.5% | 2.1%

Screening results (PubChem)

These rows are one share of the data, so the mix of outcomes need not match the whole.
